# Assay outcomes deposited in PubChem by several laboratories.
# Anthrax LF inh2: Bacillus anthracis LF protease inhibitors, primary screen, biochemical, multiplex microsphere, MLPCN library; Lethal factor (Bacillus anthracis), P15917; multiplex microsphere protease cleavage assay; inhibition, % at 10 µM; actives 0.12% (n = 360,000); AID 588501, 2011; also: plate controls were buffer without enzyme for full effect and enzyme alone for no effect
# 3CLpro inhibitor: SARS-CoV 3CLpro protease inhibitors, primary screen, biochemical, quenched FRET. Replicase polyprotein 1ab (Severe acute respiratory syndrome coronavirus), P0C6X7. recombinant SARS-CoV 3CLpro, quenched FRET peptide cleavage. inhibition, % at 6 µM. actives 0.14% (n = 290,000). AID 1706, 2009; in the data active = inhibition above about 12%
# Y pestis TopoI: Yersinia pestis topoisomerase I inhibitors, primary screen, biochemical, cleavage product accumulation, plate reader, single point | DNA topoisomerase I (Yersinia pestis CO92) | AID 504884, 2011 | actives 0.064% (n = 360,000) | Y. pestis Topo-I cleavage product accumulation | activity, % at 10 µM; in the data active = activity above about 50%, passing the limit was not always enough; inconclusive = no clear call, values can overlap the other calls; also: inactives centre near 2
# SSB-PriA inh: inhibitors of Klebsiella pneumoniae PriA binding to SSB C-terminal tail, primary screen, biochemical, AlphaScreen; PriA–SSB C-terminal tail interaction (Klebsiella pneumoniae); AlphaScreen SSBct-PriA binding, biotinylated peptide; inhibition, % at 33 µM; actives 0.6% (n = 430,000); AID 1272365, 2023; in the data active = inhibition mostly above about 37%, no sharp cut-off; inactive = mostly below about 20%;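 also: plate controls were negative control peptide for no effect and reference peptide for full effect; strong numbers were not always called active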
# PrPC surface inh: inhibitors of human cell surface prion protein PrPC, primary screen, cell-based, TR-FRET | inhibition, % at 13.8 µM | Major prion protein (Homo sapiens), P04156 | TR-FRET read-out | actives 0.43% (n = 370,000); in the data active = inhibition above about 24%; also: 0% = median of the test wells and 100% = reference compound wells
# TcdB inh: TcdB glycohydrolase inhibitors, primary screen, biochemical, single point, plate reader | Toxin B (Clostridioides difficile), P18177 | actives 0.24% (n = 350,000) | inhibition, % at 9.99 µM | TcdB glycohydrolase enzymatic assay; in the data active = inhibition above about 10%
# BoNT-A LC inh2: BoNT/A light chain protease inhibitors, primary screen, biochemical, flow cytometry, MLPCN library; Botulinum neurotoxin type A light chain protease (Clostridium botulinum A str. ATCC 3502); multiplex microsphere protease substrate cleavage; inhibition, % at 10 µM; actives 0.17% (n = 360,000); AID 588499, 2011; also: plate controls were buffer without enzyme for full effect and enzyme alone for no effect
# Vc quorum ag: inducers of Vibrio cholerae quorum light production without autoinducers, primary screen, BH1578 luxS cqsA deficient, single point. AID 588436, 2011. V. cholerae BH1578 lux reporter, luminescence, 6 h. actives 0.16% (n = 350,000). activation, % at 18.7 µM; in the data active = activation mostly above about 9.7%, no sharp cut-off; inconclusive = no clear call, values can overlap the other calls; inactive = mostly below about 3.7%; also: not every result past the cut was called active; inactives centre near 0; reference of the scale not given here
# PfHsp40 rescue: rescue of yeast from PfHsp40 toxicity, primary screen, S. cerevisiae, ATP luminescence; AID 504582, 2011; growth rescue, % at 12.5 µM; S. cerevisiae expressing PfHsp40, growth rescue; actives 0.68% (n = 340,000); in the data active = growth rescue above about 28%, passing the limit was not always enough; inconclusive = no clear call, values can overlap the other calls;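 also: yeast W303a lacking pdr1 and pdr3 grown in galactose medium; growth measured after three days at 30 °C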
# * = called active by the depositor; i = inactive; ? = inconclusive; nt = no result given; & = joins results of further samples. Rule as the data show it, unless noted: active = inhibition above about 30%; inconclusive = no clear call, values can overlap the other calls; inactive = below that. This is a subset, so the mix of outcomes need not match the whole.
no.	molecule	Anthrax LF inh2	3CLpro inhibitor	Y pestis TopoI	SSB-PriA inh	PrPC surface inh
1	COc1ccc(OCCCC(=O)N(C)CC(=O)Nc2ccccc2Cl)cc1	-3.7	-0.9	11.6	1.9	2.5
2	O=C(CSc1cc([N+](=O)[O-])cc(S(=O)(=O)Cc2ccccc2)c1)NC1CC1	-0.5	0.6	2.8	-23.2	-33.9
3	Cc1ccc(C(=O)/C=C\NCc2ccccc2)cc1	0.1	1.8	13.9	nt	1.4
4	CC(C)(C)OC(=O)N(Cc1ccccc1)Cc1ccc(OCc2cccc(NC(=O)C3CC3)c2)cc1	4.4	nt	-4.2	5.3	-1.5
5	O=C1CCC(=O)N1CN(C(=O)c1ccco1)c1ccccc1	2.9	1.5	-3.9	-1.4	-2.4
6	COc1ccc(N2C(=O)CC2(/C=C/c2ccccc2OC)C(=O)NC2CCCC2)cc1 (stereo not given)	0.7	-0.2	22.7	-20.0	-0.7
7	CCN(CC)S(=O)(=O)c1ccc(C(=O)OCn2nnc3ccccc3c2=O)cc1	1.5	4.3	1.3	-5.3	9.7
8	Cc1ccc(C)c(Cn2nnc3c(=O)[nH]c(C4CCCN(C(=O)CC(C)C)C4)nc32)c1 (stereo not given)	-8.5	0.9	30.8	8.3	nt

no.	TcdB inh	BoNT-A LC inh2	Vc quorum ag	PfHsp40 rescue
1	1.2	-1.6	-0.2	0.9
2	0.5	-0.7	-0.1	0.4
3	0.5	-1.1	-0.3	-0.5
4	1.3	-0.2	-0.6	-0.9
5	nt	0.5	i	0.7
6	nt	-0.2	-0.3	1.7
7	nt	0.3	0.8	-1.0
8	1.4	4.6	-0.1	-1.0

# (next part)
no.	molecule	Anthrax LF inh2	3CLpro inhibitor	Y pestis TopoI	SSB-PriA inh	PrPC surface inh
9	O=C(Nc1nccs1)c1ccc(-c2cccc([N+](=O)[O-])c2)o1	-8.3	-0.7	5.8	-10.0&-10.6	-0.6
10	CCc1cc(C(=O)N2CCCC(CCC(=O)NCc3cccc(OC)c3)C2)no1 (stereo not given)	2.4	-1.1	1.7	-13.2	-4.0
11	CS(=O)(=O)N(CC(=O)NCc1ccco1)c1cc(C(F)(F)F)ccc1Cl	-1.8	-4.3	-4.9	-2.5	-7.5
12	O=C(Nc1nc2n(n1)C(c1ccccc1)C=C(c1ccccc1)N2)c1ccco1 (stereo not given)	-1.2	-0.8	-4.0	-0.5	-9.5
13	O=C(CN1CCN(S(=O)(=O)c2ccc(Cl)cc2)CC1)Nc1ccc(F)cc1F	-6.8	-8.6	30.4	0.2	nt
14	COc1cccc(-c2nn(C)c3sc(C(=O)NCc4ccccn4)cc23)c1	-3.7	6.2	-0.8	-14.1	6.9
15	CCCOC1(NC(=O)c2ccccc2)C(C)=CC(=O)C=C1C	-13.0	6.4	-4.7	-8.0&-0.6	1.7
16	Cn1ccnc1C(=O)c1cccc(Br)c1	-3.1	0.2	4.1	-5.0&-3.6	-7.0

no.	TcdB inh	BoNT-A LC inh2	Vc quorum ag	PfHsp40 rescue
9	0.2	-0.9	-1.0	-0.6
10	1.2	-1.0	-0.5	1.3
11	0.6	-1.5	-0.5	-1.2
12	1.2	-0.3	nt	2.3
13	nt	-0.3	-3.4	0.3
14	nt	0.7	5.0	-0.1
15	nt	-2.4	i	-2.0
16	0.7	-0.3	-2.8	-2.3

# (cont.)
no.	molecule	Anthrax LF inh2	3CLpro inhibitor	Y pestis TopoI	SSB-PriA inh	PrPC surface inh
17	CCN(CC)C(=O)N1CCC(NC(=O)c2ccc(C(C)(C)C)cc2)CC1	2.3	-4.4	15.9	-3.8	-3.2
18	CCOc1ccccc1NC(=O)COC(=O)COc1cccc2c1OC(C)(C)C2	-1.6	nt	17.4	nt	2.9
19	COC1=Nc2ccccc2/C=C\c2ccccc21	-6.5	nt	-4.2	nt	4.2
20	O=C1NC[C@H](CC2CCCCC2)N(CC2CCCCC2)C1=O	-6.6	nt	17.6	-3.1	6.1
21	Cc1cccc(NC(=O)COc2ccc3oc4c(c3c2)CCCC4)n1	-3.8	-6.1	8.2	-7.6	-6.8
22	O=C(CCl)Nc1cn(-c2ccccc2)nc1-c1ccc(F)cc1	3.0	12.1	1.6	-4.1	-6.8
23	COc1cccc(CNC(=O)CCS(=O)(=O)c2ccccc2Cl)c1	-2.0	nt	8.1	2.6	-5.7
24	O=C(COc1ccccc1F)NCc1nc2ccccc2[nH]1	-0.9	-1.4	0.3	1.2	-0.1

no.	TcdB inh	BoNT-A LC inh2	Vc quorum ag	PfHsp40 rescue
17	nt	0.0	1.6	1.1
18	2.9	-0.3	-2.6	nt
19	2.5	-0.7	i	nt
20	-1.5	0.0	1.5	0.3
21	nt	-1.7	-0.2	2.0
22	1.8	-0.7	0.0	9.8
23	1.0	-0.3	i	-1.0
24	0.5	0.0	-0.3	0.3

# More structures follow:
no.	molecule	Anthrax LF inh2	3CLpro inhibitor	Y pestis TopoI	SSB-PriA inh	PrPC surface inh
25	CCN(CC)S(=O)(=O)c1ccc(OC)c(NC(=O)c2ccc(OC)c([N+](=O)[O-])c2)c1	-1.1	2.5	10.9	9.6	-9.3
26	O=c1[nH]c2ccsc2c(=O)n1-c1ccc(F)c(Cl)c1	-10.3	6.3	-0.9	-6.6	3.0
27	CCOC(=O)CN1C(=O)C(=O)N(Cc2c(Cl)cccc2Cl)C1=O	8.2	-3.9	1.3	-1.0	0.4
28	O=C(Nc1ccccc1N1CCCC1)c1cccc(S(=O)(=O)N2CCOCC2)c1	nt	nt	8.7	6.0	7.3
29	Cn1c2ccc(F)cc2c2ncn(Cc3ccccn3)c(=O)c21	5.0	-2.8	-6.8	-0.4	1.6
30	Cc1cc(S(=O)(=O)Nc2ccc(F)cc2)c(C)s1	-4.4	1.7	7.7	-23.6	-1.3
31	CN(C)c1ccc(C(O)Cc2nc3ccccc3n2C)cc1 (stereo not given)	2.7	-0.7	-1.6	-16.0	2.2
32	Cc1cc(C)c(C2C(C#N)=C(N)Oc3n[nH]c(C)c32)cc1CN1CCCC1 (stereo not given)	-4.5	-3.1	-5.2	-9.6	1.3

no.	TcdB inh	BoNT-A LC inh2	Vc quorum ag	PfHsp40 rescue
25	nt	-0.2	-0.6	1.1
26	nt	?	i	1.2
27	0.0	-1.0	i	1.2
28	5.9	nt	i	0.8
29	nt	0.3	-0.5	0.3
30	nt	-0.4	-0.7	-0.5
31	1.1	-5.7	i	-2.1
32	0.4	-2.9	i	0.9

# (more compounds)
no.	molecule	Anthrax LF inh2	3CLpro inhibitor	Y pestis TopoI	SSB-PriA inh	PrPC surface inh
33	CCC(CC)C(=O)NCCc1cc2cc(C)c(C)cc2[nH]c1=O	6.1	-0.7	-1.4	-9.8	4.3
34	COc1ccc(/C=N/OCc2nc3c4c(ncn3n2)Oc2ccc3ccccc3c2C4c2ccccc2)cc1 (stereo not given)	-0.8	0.1	9.1	nt	-2.5
35	COCCn1cc(C(=O)NCCCN2CCC(C)CC2)c2c3ccccc3n(C)c2c1=O	-2.3	0.9	3.4	-7.5	-3.0
36	CCOC(=O)N1CCN(C(=O)c2ccc(Cl)c(S(=O)(=O)N3CCCC3)c2)CC1	-0.1	-7.4	-1.2	-10.8	-0.6
37	CCCC/C(O)=C1\C(=O)CC(C)(C)CC1=Nc1ccc(OC)cc1	0.1	-1.1	12.5	nt	4.8
38	Cc1ccc2cc(CN(Cc3ccco3)C(=O)NCc3ccccc3)c(=O)[nH]c2c1C	-1.0	-0.8	15.4	-32.6	2.9
39	CSc1nc2c(c(=O)[nH]1)C(c1ccccc1)C1=C(CC(C)(C)CC1=O)N2 (stereo not given)	-1.9	1.7	3.1	-1.9	-3.1
40	Cn1cc(S(=O)(=O)NCc2ccc3c(c2)OCO3)c(C(F)(F)F)n1	-2.3	-4.7	-1.7	6.1	2.9

no.	TcdB inh	BoNT-A LC inh2	Vc quorum ag	PfHsp40 rescue
33	0.2	-0.7	-0.3	0.4
34	nt	1.2	-12.5	-1.0
35	nt	0.5	-4.2	-0.4
36	-0.6	-2.2	i	-1.0
37	nt	-0.6	-0.4	-0.7
38	nt	-0.7	i	-0.6
39	1.5	0.7	0.2	-0.6
40	0.7	0.3	-0.2	-0.7

# (cont.)
no.	molecule	Anthrax LF inh2	3CLpro inhibitor	Y pestis TopoI	SSB-PriA inh	PrPC surface inh
41	CCCCOC(=O)n1c(=O)oc2ccccc21	-0.3	1.2	-6.4	-13.4	3.3
42	CCCCN(C(=O)CCC(=O)Nc1cc(C)on1)C(C(=O)NC(C)(C)CC)c1cccc(OC)c1OC (stereo not given)	-6.3	0.3	34.7	-5.0	-1.4
43	O=C1c2ccccc2C(=O)N1CCSc1nnc(-c2ccco2)n1Cc1ccccc1	1.2	1.6	12.4	25.8	-7.6
44	CCC(C)Nc1nc(N)c([N+](=O)[O-])c(NCc2ccccc2)n1 (stereo not given)	-6.2	1.3	6.7	0.8	14.1
45	Cc1cc(SCC(=O)N2CCCC2)nc2ccccc12	11.6	1.3	5.9	-15.3	5.5
46	COc1cc(C)nc(NCc2ccccc2)n1	4.9	-2.2	-0.7	-12.7	3.7
47	COc1ccc(NC(=O)N2CCN(C(=O)C3CCCO3)CC2)cc1 (stereo not given)	-2.1	-1.9	-0.1	6.3	-3.5

no.	TcdB inh	BoNT-A LC inh2	Vc quorum ag	PfHsp40 rescue
41	nt	0.4	230.5*	-0.1
42	0.2	0.1	-0.6	0.6
43	nt	-0.4	-1.0	-1.0
44	0.1	1.0	-1.4	2.5
45	nt	-1.9	-0.2	-0.7
46	nt	3.5	-0.3	1.0
47	1.2	1.5	i	1.7

# Structural class, the entries above containing an NH in an aromatic ring
no.	molecule	Anthrax LF inh2	3CLpro inhibitor	Y pestis TopoI	SSB-PriA inh	PrPC surface inh
8	Cc1ccc(C)c(Cn2nnc3c(=O)[nH]c(C4CCCN(C(=O)CC(C)C)C4)nc32)c1 (stereo not given)	-8.5	0.9	30.8	8.3	nt
24	O=C(COc1ccccc1F)NCc1nc2ccccc2[nH]1	-0.9	-1.4	0.3	1.2	-0.1
26	O=c1[nH]c2ccsc2c(=O)n1-c1ccc(F)c(Cl)c1	-10.3	6.3	-0.9	-6.6	3.0
32	Cc1cc(C)c(C2C(C#N)=C(N)Oc3n[nH]c(C)c32)cc1CN1CCCC1 (stereo not given)	-4.5	-3.1	-5.2	-9.6	1.3
33	CCC(CC)C(=O)NCCc1cc2cc(C)c(C)cc2[nH]c1=O	6.1	-0.7	-1.4	-9.8	4.3
38	Cc1ccc2cc(CN(Cc3ccco3)C(=O)NCc3ccccc3)c(=O)[nH]c2c1C	-1.0	-0.8	15.4	-32.6	2.9
39	CSc1nc2c(c(=O)[nH]1)C(c1ccccc1)C1=C(CC(C)(C)CC1=O)N2 (stereo not given)	-1.9	1.7	3.1	-1.9	-3.1

no.	TcdB inh	BoNT-A LC inh2	Vc quorum ag	PfHsp40 rescue
8	1.4	4.6	-0.1	-1.0
24	0.5	0.0	-0.3	0.3
26	nt	?	i	1.2
32	0.4	-2.9	i	0.9
33	0.2	-0.7	-0.3	0.4
38	nt	-0.7	i	-0.6
39	1.5	0.7	0.2	-0.6
